# UBC13 polyUb = UBC13 polyubiquitin chain formation inhibitors, primary screen, biochemical, TR-FRET, uHTS | Ubiquitin-conjugating enzyme E2 N (Homo sapiens), P61088 | actives 0.47% (n = 330,000) | inhibition, % at 20 µM | AID 485273, 2010; in the data active means inhibition above about 45%, passing the limit was not always enough
# EBI2 block = EBI2 receptor antagonists, beta-arrestin recruitment, primary screen, cell-based, luminescence, 7a,25-OHC stimulation, uHTS | actives 0.81% (n = 360,000) | AID 651636, 2012 | inhibition, % at 5 µM | 7a,25-OHC stimulated; in the data active means inhibition above about 38%;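 further: enzyme fragment complementation signal reports receptor beta-arrestin coupling in cells; 0% = agonist plus DMSO wells and 100% = wells without agonist; some results beyond the cut were filed as inactive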
# Target sequence (P32249 whole entry, looked up, the tested form may be a part): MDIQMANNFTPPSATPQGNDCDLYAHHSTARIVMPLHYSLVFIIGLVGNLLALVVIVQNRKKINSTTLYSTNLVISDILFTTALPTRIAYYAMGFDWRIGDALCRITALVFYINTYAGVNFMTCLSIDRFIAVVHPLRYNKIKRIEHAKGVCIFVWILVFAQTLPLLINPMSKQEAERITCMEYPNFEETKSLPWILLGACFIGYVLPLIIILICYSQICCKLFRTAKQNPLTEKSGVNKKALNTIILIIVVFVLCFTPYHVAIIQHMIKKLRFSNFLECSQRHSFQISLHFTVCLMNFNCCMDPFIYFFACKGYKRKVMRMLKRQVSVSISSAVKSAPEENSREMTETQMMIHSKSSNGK
# CXCR6 block = CXCR6 receptor inhibitors, primary screen, cell-based, beta-arrestin, luminescence, CHO-K1 PathHunter, 1536-well. C-X-C chemokine receptor type 6 (Homo sapiens), O00574. inhibition, % at 20 µM. actives 0.36% (n = 360,000). AID 602244, 2012; in the data active means inhibition above about 34%, passing the limit was not always enough;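 further: antagonist mode with CXCL16 agonist at 10 nM final; 0% = 10 nM CXCL16 with DMSO and 100% = unstimulated wells without agonist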
# CCR6 antagonist = CCR6 receptor antagonists, primary screen, cell-based, CHO-K1, luminescence, beta-arrestin, uHTS | AID 493098, 2011 | inhibition, % at 20 µM | actives 0.49% (n = 340,000) | CHO-K1 CCR6 PathHunter beta-arrestin, CCL20-stimulated;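 active means compounds whose inhibition of the agonist-driven luminescence signal at 20 µM reaches about 50%, limit read from the data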;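 further: cells stimulated with CCL20 at 14 nM final; plate controls were DMSO with CCL20 for no effect and DMSO without agonist for full effect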
# Target sequence (P51684 whole entry, looked up): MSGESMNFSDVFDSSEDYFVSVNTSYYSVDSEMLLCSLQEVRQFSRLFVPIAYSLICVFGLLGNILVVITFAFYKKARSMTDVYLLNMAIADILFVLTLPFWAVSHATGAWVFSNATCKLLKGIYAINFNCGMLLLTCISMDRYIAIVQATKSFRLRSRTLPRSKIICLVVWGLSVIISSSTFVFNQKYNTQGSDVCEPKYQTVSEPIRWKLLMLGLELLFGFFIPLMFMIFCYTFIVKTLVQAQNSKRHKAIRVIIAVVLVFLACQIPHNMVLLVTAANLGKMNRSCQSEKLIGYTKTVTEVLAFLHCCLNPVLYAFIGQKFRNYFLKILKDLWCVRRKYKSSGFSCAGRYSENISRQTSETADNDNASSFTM
# Jurkat NFkB inh = inhibitors of induced NF-kB luciferase reporter, primary screen, TCR NF-kB activation inhibitor project, cell-based, luminescence, uHTS | Jurkat, PMA/ionomycin-induced NF-kB luciferase reporter | inhibition, % at 4 µM | actives 0.53% (n = 330,000); in the data active means inhibition above about 50%
# 697 NFkB inh = inhibitors of PMA/ionomycin-induced NF-kB reporter, 697 cells, primary screen, B-cell NF-kB inhibitor project, cell-based, luminescence, uHTS. 697 B-cell NF-kB luciferase reporter, 16 h. inhibition, % at 4 µM. actives 0.33% (n = 330,000); in the data active means inhibition above about 35%
# Gli-Sufu block = Gli-Sufu pathway antagonists, primary screen, luciferase luminescence, Sufu-KO-LIGHT cells, uHTS; Sufu-KO-LIGHT fibroblasts, Gli luciferase reporter luminescence; inhibition, % at 5 µM; actives 0.74% (n = 340,000); AID 588413, 2011;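 active means inhibition above about 55%, limit read from the data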;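 further: 0% = DMSO-treated cells and 100% = wells with medium but no cells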
# APJ antag = antagonists of human apelin receptor APJ, primary screen, CHO-K1 cells, beta-arrestin complementation, luminescence | P35414 | inhibition, % at 20 µM | actives 0.32% (n = 330,000);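 active means inhibition above about 40% at 20 µM, limit read from the data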;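 further: cells challenged with 10 nM apelin-13 agonist together with compound; plate controls were apelin-13 plus DMSO wells for no effect and DMSO wells lacking apelin-13 for full effect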
# Target sequence (P35414 whole entry, looked up): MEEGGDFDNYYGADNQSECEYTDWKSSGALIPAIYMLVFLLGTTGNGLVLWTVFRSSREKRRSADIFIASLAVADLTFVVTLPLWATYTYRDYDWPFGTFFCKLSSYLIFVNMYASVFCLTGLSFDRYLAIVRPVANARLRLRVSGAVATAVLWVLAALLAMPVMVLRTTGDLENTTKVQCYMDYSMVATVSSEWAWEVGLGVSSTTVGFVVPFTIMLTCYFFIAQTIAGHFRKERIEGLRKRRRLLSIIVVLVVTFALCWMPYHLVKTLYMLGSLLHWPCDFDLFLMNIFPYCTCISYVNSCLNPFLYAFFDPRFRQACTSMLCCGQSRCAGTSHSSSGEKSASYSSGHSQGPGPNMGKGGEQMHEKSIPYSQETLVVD
# An asterisk follows results filed as active; / = not tested or not shown.
SMILES,UBC13 polyUb,EBI2 block,CXCR6 block,CCR6 antagonist,Jurkat NFkB inh,697 NFkB inh,Gli-Sufu block,APJ antag
COc1cccc(Oc2coc3cc(OC(=O)N(C)C)ccc3c2=O)c1,2.4,-1.8,-2.6,1.0,3.8,6.5,32.5,-12.5
COC(=O)C1=C(c2cc3ccccc3s2)C[C@@H]2CC[C@H]1N2C(=O)N1CCC(C)CC1,5.0,0.5,23.8,33.0,-14.1,-41.9,43.8,14.2
CCc1nnc(NS(=O)(=O)c2ccc(N=Cc3c(O)n(-c4ccc(Cl)cc4)c(=O)[nH]c3=O)cc2)s1,-9.4,-4.4,5.6,11.4,-0.8,8.4,2.5,-10.7
COC(=O)C1=C(c2ccccc2OCc2ccccc2)C[C@@H]2CC[C@H]1N2C(=O)NCCOc1ccccc1,5.8,18.9,24.3,14.9,-3.1,-7.8,8.2,-10.9
CC(C)(C)C(=O)Nc1ccc(S(=O)(=O)N2CC3CC(C2)c2cccc(=O)n2C3)cc1 (configuration not stated),-3.1,3.9,5.1,3.9,3.1,15.7,-1.4,-6.9
Cc1nc2cc([N+](=O)[O-])ccc2c(=O)n1-c1cccc(Br)c1,-5.5,2.3,-12.1,6.3,7.1,3.1,-4.3,-39.9
CCN(CC)CC(O)c1ccc(C2CCCC2)cc1 (configuration not stated),10.4,-5.2,3.4,-5.3,-7.7,13.7,3.8,-1.9
O=C(C1CCC(=O)N1Cc1ccc(F)cc1)N1CCC2(CC1)OCCO2 (configuration not stated),6.3,-16.6,-7.2,13.5,4.7,26.0,-29.8,2.2
Cn1cc(C(=O)NP(=O)(N2CCOCC2)N2CCOCC2)c2ccccc21,8.1,-8.2,-4.1,-13.3,1.2,8.6,-2.4,12.1
CN(C)C(=Nc1ccccc1)P(=S)(N(C)C)N(C)C,1.3,-9.1,9.0,18.9,3.1,-12.1,-2.1,0.1
C/C=C1/C[C@@H](C)[C@](O)(CO)C(=O)OCC2=CCN3CC[C@@H](OC1=O)[C@@H]23,5.8,-0.6,2.8,0.2,0.4,8.4,-25.8,2.5
O=c1c2ccccc2nc(/C=C/c2ccccc2)n1-c1ccccc1O,-11.8,-10.1,-4.3,25.0,-0.8,9.7,21.6,1.6
CC(C)CC(NC(=O)C1CCCCC1)C(=O)N1CCC2(CC1)OCCO2 (configuration not stated),8.8,-15.9,-1.3,-16.7,9.4,11.6,-2.8,5.7
CCOC(=O)c1ccc(N=C(c2ccccc2)c2c(O)n(C)c(=O)n(C)c2=O)cc1,-3.5,-8.0,-11.9,1.8,-2.7,7.8,-36.0,7.5
COC(=O)C1=C(c2cccc(OCc3ccccc3)c2)C[C@@H]2CC[C@H]1N2C(=O)NCc1cccc(F)c1,8.7,34.1,11.6,14.6,10.6,15.3,11.7,8.6
O=c1[nH]cnc2nc(-c3ccc(N(CCCl)CCCl)cc3)[nH]c12,/,-11.1,3.8,-1.0,/,/,-96.6,/
CC1CCCN1CCC(C(N)=O)(c1ccccc1)c1ccccc1 (configuration not stated),/,9.0,6.0,11.5,/,/,19.4,/
Cc1c(N=Cc2c(O)n(Cc3ccco3)c(=O)[nH]c2=O)c(=O)n(-c2ccccc2)n1C,6.4,-4.1,6.3,6.1,-8.1,14.1,-17.6,-5.9
N#CC(C#N)=NNc1ccc(-n2ccc(C(F)(F)F)n2)cc1,-6.0,-28.6,0.4,20.5,10.5,0.2,76.2*,-17.7
O=C(CN1CCN(Cc2ccc(Cl)cc2)C1=O)N1CCC2(CC1)OCCO2,5.0,-3.0,6.3,16.6,2.6,9.4,-1.6,-23.7
CC1CN1P(=O)(Oc1ccccc1)N1CC1C (configuration not stated),/,-6.0,4.2,-4.1,/,/,-3.4,/
CN(C)S(=O)(=O)c1cc(NC(=O)C[N+]23CCN(CC2)CC3)ccc1Cl,9.6,6.2,-4.9,10.7,14.0,3.3,-3.0,11.3
CCOC(=O)C(O)(c1ccc(NC(=O)c2ccco2)c(OC)c1)C(F)(F)F (configuration not stated),-2.4,-0.1,0.2,-5.1,-11.9,-15.4,5.0,-26.0
CCN1C(=O)/C(=C/c2ccc3c(c2)CCN3CCCCl)C(=O)NC1=S,/,0.2,4.8,36.9,/,/,1.3,/
COC(=O)C1=C(c2cc3ccccc3o2)C[C@@H]2CC[C@H]1N2C(=O)NCCNC(C)=O,2.3,-10.4,-1.2,1.9,2.0,11.0,-5.7,-1.4
# Other records.
SMILES,UBC13 polyUb,EBI2 block,CXCR6 block,CCR6 antagonist,Jurkat NFkB inh,697 NFkB inh,Gli-Sufu block,APJ antag
O=c1c2ccccc2nc(-c2ccccc2)n1-c1ccc(O)cc1,1.6,7.2,5.2,-4.4,7.6,-4.1,5.6,15.9
Cc1nc2ccc(Cl)cc2c(=O)n1-c1ccc([N+](=O)[O-])cc1,4.0,-1.1,-2.4,-2.6,-2.8,-1.4,3.3,11.0
C=CCn1c(O)c(C=Nc2c(C)n(C)n(-c3ccccc3)c2=O)c(=O)[nH]c1=O,2.3,3.1,-2.6,16.7,-1.9,18.9,0.9,19.3
COc1cc(/C=C/[N+](=O)[O-])ccc1OC(=O)c1cccnc1,-14.6,-11.3,56.6*,82.3*,5.4,5.1,42.1,59.4*
CCOCCN1CCC(OC(C)=O)C(C)C1 (configuration not stated),8.3,-4.6,0.3,0.3,-9.1,-12.3,2.2,7.2
CCOc1ccc(N=C2SCCCN2C)cc1,-7.1,-5.8,1.7,-4.5,-1.8,-13.7,2.1,1.2
O=c1c2ccccc2nc(-c2ccccc2F)n1-c1ccccc1,2.2,-4.2,-0.2,7.5,-21.4,-35.9,2.3,17.6
C(=NC1CCCCC1)c1c[nH]c2ccccc12,/,4.2,-4.9,7.5,/,/,1.6,/
CCCOP(=O)(O)c1c([N+](=O)[O-])cc(C(F)(F)F)cc1[N+](=O)[O-] (tested in a mixture with another compound),-10.6,-5.9,6.8,6.7,-28.2,-34.9,-2.1,15.3
C/C=C(\C)C(=O)N[C@@H](c1ccccc1)[C@@H](O)C(=O)O[C@H]1C[C@@]2(O)[C@@H](OC(=O)c3ccccc3)C3[C@](C)(C(=O)[C@H](OC(C)=O)C(=C1C)C2(C)C)[C@@H](O)C[C@H]1OC[C@@]31OC(C)=O (some centres not stated),-4.2,-3.0,0.3,10.6,66.0*,-14.1,-9.5,-42.3
CCC(=O)c1ccc(OC)c(OC)c1,-8.0,-4.5,0.8,1.6,-5.0,4.9,-23.5,-35.1
CC12Cc3cn[nH]c3C=C1CCC1C2CCC2(C)C1CCC2(C)O (configuration not stated),/,-6.0,1.4,14.8,/,/,10.0,/
CC(C)CCn1c(=O)c(C(=O)Nc2ccccc2S(N)(=O)=O)c(O)c2ccccc21,38.2,6.3,3.7,-6.0,-1.4,-34.2,-10.7,-10.2
Cc1ccsc1C(=O)C1CCCN(Cc2c(C)nn(C(C)C)c2C)C1 (configuration not stated),-10.2,2.9,-8.1,-0.5,5.5,-17.4,22.3,5.7
COc1ccc(C=O)cc1,4.4,6.3,-1.0,6.0,-6.6,0.1,16.7,10.4
O=C1NC(c2cccnc2)Nc2sc3c(c21)CCCC3 (configuration not stated),4.4,-3.3,8.0,-8.2,-12.6,-65.4,-28.4,8.1
Cc1ccc(-n2c(CNCc3ccc(F)cc3)nc3ccccc3c2=O)cc1,1.9,-5.9,-3.9,18.6,-14.1,-12.9,/,4.8
COc1cc(C)cc2oc(=O)c(CC(=O)N3C[C@H]4C[C@@H](C3)c3cccc(=O)n3C4)c(C)c12,9.6,7.2,4.3,10.4,20.8,15.9,1.9,-1.3
CCCCn1c(O)c(C(=O)/C=C/c2ccc3c(c2)OCO3)c(=O)[nH]c1=O,-39.1,-4.1,2.8,14.6,-8.2,-14.4,-15.4,-6.7
O=C(N/N=C/c1c(O)n(Cc2ccccc2)c(=O)[nH]c1=O)c1ccccc1O,-22.1,2.8,-5.4,19.1,6.9,0.6,-14.1,-16.1
O=C1NC(=O)C(CCc2ccncc2)(CCc2ccncc2)C(=O)N1Cc1ccccc1,1.0,-13.3,-4.0,-3.5,12.6,10.8,8.5,4.7
Cc1ccc2c(c1)N(C(=O)CCC(=O)N1CCC3(CC1)OCCO3)CCO2,2.8,1.8,-0.7,9.7,0.9,9.1,0.6,6.8
ClCCNc1nc2ccc(Cl)cc2[nH]1,1.4,0.8,2.6,-7.7,-10.2,-26.6,-15.6,-0.1
COc1ccc2c(c1)C(c1ccc(N(CCCl)CCCl)cc1)=NCC2,/,8.0,-2.6,6.0,/,/,5.3,/
C=Cn1ccnc1P(=S)(c1nccn1C=C)c1nccn1C=C,-0.4,-7.8,-5.5,2.9,11.8,-10.6,4.5,3.0
# Going on with the list.
SMILES,UBC13 polyUb,EBI2 block,CXCR6 block,CCR6 antagonist,Jurkat NFkB inh,697 NFkB inh,Gli-Sufu block,APJ antag
CCOC(=O)C1=C(C)OC(N)=C(C(=O)OCC)C12C(=O)Nc1ccc(Br)cc12 (configuration not stated),-5.9,-24.0,-4.4,-23.2,-2.8,1.7,5.5,-28.0
COc1ccc2[nH]c3c(c2c1)CCNC3C (configuration not stated),7.6,-5.2,1.1,2.6,-0.1,14.0,2.8,2.1
Cn1cccc1C1CCCN1CC(=O)Nc1ccc(C#N)c(Cl)c1 (configuration not stated),10.2,7.1,-7.9,7.6,-3.7,-21.6,5.1,1.3
COc1ccc(OCC(=O)N2CCN(C3CCC(c4ccccc4)CC3)CC2)cc1 (configuration not stated),10.0,85.2*,5.5,5.7,6.3,-6.4,26.1,16.9
COc1ccccc1-n1c(Cc2ccccc2)nc2ccccc2c1=O,-2.4,6.6,6.1,16.5,-0.6,-4.4,5.5,12.8
Cc1ccc(C2CC3CCC(C2)N3Cc2ccccc2F)cc1 (configuration not stated),3.0,-11.9,-0.2,26.6,8.8,-27.3,15.1,22.3
N/C(=N\[N+](=O)[O-])NCCCC(NC(=O)CNC(=O)c1ccccc1)C(=O)O (configuration not stated),-2.5,-4.8,4.4,0.8,13.2,5.0,-10.1,0.9
C[N+]1(C)[C@@H]2CC[C@H]1CC(OC(=O)C(c1ccccc1)c1ccccc1)C2 (some centres not stated),11.2,-3.7,5.4,5.6,-8.8,12.8,5.7,-6.0
CN(C)C(Cc1ccccc1)C(=O)c1ccccc1 (configuration not stated),-3.6,-10.2,-4.3,14.2,-9.2,-44.4,-5.1,-6.5
COc1ccc(-n2c(O)c(C=Nc3c(C)n(C)n(-c4ccccc4)c3=O)c(=O)[nH]c2=O)cc1,-16.7,-4.5,0.5,6.6,-6.8,22.2,-4.3,-9.0
O=C(C1CC(=O)N(C2CCCCC2)C1)N1CCC2(CC1)OCCO2 (configuration not stated),7.7,-3.9,-17.5,10.6,17.6,6.3,0.1,16.5
Cc1cc(OC(=O)N(C)C)nc(SCc2c(Cl)cccc2Cl)n1,-3.6,4.1,5.0,18.3,1.3,11.7,/,5.5
C[C@]12CCC3C(CC[C@@H]4[C@H]5O[C@H]5CC[C@]34C)C1CC[C@@H]2O (some centres not stated),/,7.1,3.7,6.5,/,/,0.0,/

# Looked up above.
# Result of COc1ccc(C=O)cc1 under Gli-Sufu block: 16.7
# Result of COc1cc(C)cc2oc(=O)c(CC(=O)N3C[C@H]4C[C@@H](C3)c3cccc(=O)n3C4)c(C)c12 under Gli-Sufu block: 1.9

# Structural class: the compounds so far containing a nitro group on carbon.
SMILES,UBC13 polyUb,EBI2 block,CXCR6 block,CCR6 antagonist,Jurkat NFkB inh,697 NFkB inh,Gli-Sufu block,APJ antag
Cc1nc2cc([N+](=O)[O-])ccc2c(=O)n1-c1cccc(Br)c1,-5.5,2.3,-12.1,6.3,7.1,3.1,-4.3,-39.9
Cc1nc2ccc(Cl)cc2c(=O)n1-c1ccc([N+](=O)[O-])cc1,4.0,-1.1,-2.4,-2.6,-2.8,-1.4,3.3,11.0
COc1cc(/C=C/[N+](=O)[O-])ccc1OC(=O)c1cccnc1,-14.6,-11.3,56.6*,82.3*,5.4,5.1,42.1,59.4*
CCCOP(=O)(O)c1c([N+](=O)[O-])cc(C(F)(F)F)cc1[N+](=O)[O-] (tested in a mixture with another compound),-10.6,-5.9,6.8,6.7,-28.2,-34.9,-2.1,15.3

# Only part of the results is shown, so the mix of outcomes need not match the whole.
